Screening data from PubChem.
RmlCD inh mix – RmlC and RmlD coupled enzyme inhibitors, primary screen, biochemical, 384-well, compound mixtures, retest. RmlC/RmlD coupled enzyme inhibition, 384-well mixture HTS. inhibition, % at 5.5 µM. 110,000 compounds, 0.39% hits; in the data active = inhibition above about 30%, passing the limit was not always enough; also: strong numbers were not always called active
RT RNaseH block – HIV-1 RT RNase H inhibitors, primary screen, biochemical, fluorescence | RT-RNase H RNA/DNA duplex cleavage | inhibition, % at 10 µM | AID 565, 2006 | 65,000 compounds, 1.9% hits | Gag-Pol polyprotein (Human immunodeficiency virus type 1 group M subtype B (isolate …; in the data active = inhibition above about 50%
Starred values were filed as active, the others as inactive; . = no result given. The list is partial, so the mix of outcomes need not match the whole.

mol,RmlCD inh mix,RT RNaseH block
COc1ccccc1C(=O)N1CCN(c2cccc(C(F)(F)F)c2)CC1,.,0
O=C(COc1ccc(S(=O)(=O)N2CCCCC2)cc1)N1CCN(Cc2ccccc2)CC1,7,-23
CC(C)OCCCNC(=O)C(=O)NCCCOC(C)C,4,.
COC(=O)[C@H](Cc1ccccc1)NC(=O)N1CC(C)OC(C)C1 (stereo not given in full),0,-7
Cc1cc2ccccc2c(=O)n1CC(=O)Nc1ccc2c(c1)OCO2,0,-4
Cn1c(Cl)c(C(=O)Nc2ccccc2)c2ccccc21,-3,.
CC(=Nc1ccccc1)Nc1ccccc1,2,25
c1ccc(-c2nnc(Cn3c4ccccc4c4nc5ccccc5nc43)o2)cc1,.,46
Cc1cc(NC(=O)CSc2nc3sc4c(c3c(=O)n2C)CCCC4)no1,.,6
CCCCCC/C=C/c1ccc(OC)c([C@H]2[C@H]3C=CC[C@@H](C)[C@@H]3C(=O)N2Cc2ccccc2)c1,-6,.
O=C(NCCN1C(=O)CSC1=O)c1ccccc1,3,-5
Cc1ccccc1C(=O)c1cccn1CC(=O)NCc1ccc2c(c1)OCO2,-1,.
CCOC(=O)C1(CCSC)NC(c2ccco2)C2C(=O)N(C)C(=O)C21 (stereo not given),5,-8
O=C(COc1ccccc1)NCc1cccs1,-30,.
Cc1cc(C)n(-c2nnc(C)n2NS(=O)(=O)c2ccc(F)cc2)n1,4,-1

Reformatted as labelled records: 4 of the compounds above.
> COC(=O)[C@H](Cc1ccccc1)NC(=O)N1CC(C)OC(C)C1 (stereo not given in full)
  RmlCD inh mix: 0
  RT RNaseH block: -7

> COc1ccccc1C(=O)N1CCN(c2cccc(C(F)(F)F)c2)CC1
  RmlCD inh mix: .
  RT RNaseH block: 0

> CCCCCC/C=C/c1ccc(OC)c([C@H]2[C@H]3C=CC[C@@H](C)[C@@H]3C(=O)N2Cc2ccccc2)c1
  RmlCD inh mix: -6
  RT RNaseH block: .

> O=C(COc1ccccc1)NCc1cccs1
  RmlCD inh mix: -30
  RT RNaseH block: .

Other compounds follow:
mol,RmlCD inh mix,RT RNaseH block
C=CCn1c(SCC(=O)NCc2ccc3c(c2)OCO3)nc2scc(-c3ccc(F)cc3)c2c1=O,6,.
Cc1noc(COc2ccccc2OCc2onc(C)c2Cl)c1Cl,-14,.
O=C(NCC(c1cccs1)N1CCOCC1)c1ccc(Cl)s1 (stereo not given),-9,2
CCN(CC)CCOC(=O)CCc1cccc2ccccc12,-13,.
CCOC(=O)C[C@H]1c2cc(F)ccc2S(=O)(=O)N1C1CCCC1,-7,.
CCOC(=O)c1sc(NC(=O)c2cccs2)cc1C,3,2
O=C(c1ccc2c(c1)N(Cc1ccccc1)CCS2)N1CCCCC1,-13,.
Cc1cccc(N(CC(=O)Nc2c(C)n(C)n(-c3ccccc3)c2=O)S(C)(=O)=O)c1C,-8,2
Cc1ccc(NC(=O)COC(=O)Cn2c(C)csc2=O)cc1,-12,-2
Cc1cc(NC(=O)CSc2nc(C3CCCCC3)nc3ccccc23)no1,-8,9
Cc1cc(C)cc(OCC(=O)NCCN2CCOCC2)c1,.,-8
CCCCOC(=O)n1ccc(C(=O)Nc2ccccc2OC)n1,-8,-7
CC1(C)C(c2ccccc2)=[N+]([O-])C2(CCCCC2=O)N1O (stereo not given),-12,.
CCCCNC(=S)NCc1ccc2c(c1)cc(C)n2C,-7,.
Cc1cccc(-n2c(O)c(C=Nc3c(C)n(C)n(-c4ccccc4)c3=O)c3ccccc3c2=O)n1,-11,0

Other compounds
mol,RmlCD inh mix,RT RNaseH block
CC(C)OC(=O)c1nn2c(C(F)(F)F)cc(-c3ccco3)nc2c1Cl,17,.
Clc1ccc(-n2ncc3c(N4CCCC4)ncnc32)cc1,.,-3
Cc1ccccc1CSc1nc2c(c(=O)[nH]1)CCC2,-2,-10
COc1ccc(N2CCN(Cc3cc(=O)oc4ccc(Cl)cc34)CC2)cc1,11,24
COCCN(CCOC)C(=O)C12CCC(C)(C(=O)C1)C2(C)C (stereo not given),-49,-8
CC(C)(C)OC(=O)N[C@@H](CCCCNC(=O)OCc1ccccc1)c1nnc([C@H](CCCCNC(=O)OCc2ccccc2)NC(=O)OC(C)(C)C)o1,6,.
COc1ccc(-c2n[nH]c(C(F)(F)F)c2-c2cc3ccccc3o2)c(O)c1,-2,-10
CCCc1cc(=O)[nH]c(SCC)n1,-2,-18
CCOC(=O)CNc1nc(OCC#N)nc(N2CCOCC2)n1,4,1
O=C(CCn1c(=O)oc2ccccc21)Nc1cccc(Cl)c1,4,-89
CN1CCN(CCCNC(=O)c2ccc(CS(=O)(=O)c3ccc(Br)cc3)o2)CC1,-13,-2
O=C(COC(=O)c1cccs1)NCC1CCCO1 (stereo not given),-5,3
CCCC1c2ccc(C)n2CCN1C(=O)Nc1ccccc1Cl (stereo not given),-11,-1
COc1ccc(OC(=O)c2cc3ccccc3o2)cc1,19,-5
CC(=O)c1ccc2c(c1)C1C(Cl)C(Sc3ccccc3[N+](=O)[O-])CC1C(c1ccccc1)N2 (stereo not given),11,.

Further entries follow:
mol,RmlCD inh mix,RT RNaseH block
CCN(CC)S(=O)(=O)c1ccc(-c2nnc(SCC(=O)N3c4ccccc4CC3C)o2)cc1 (stereo not given),-14,2
O=c1c2c(n3cnnc3n1C1CCCCC1)-c1ccccc1CC21CCCCC1,1,.
COCCN(CCOC)C(=O)c1sc2nc(-c3ccccc3)cn2c1C,-15,1
C=CCn1c(-c2cccc(Cl)c2)n[nH]c1=S,10,6
COC(=O)CCCC1=CC2=C(c3ccccc3)C(=O)C(C)(OC(=O)C3CCCC3)C(=O)C2=CN1Cc1ccco1 (stereo not given),6,.
COc1ccc(NC(=O)C2CCCN(S(=O)(=O)c3c(C)n[nH]c3C)C2)c(OC)c1 (stereo not given),5,-20
COCCc1nnc(NC(=O)Cc2ccccc2)s1,-12,-15
CCSc1nnc(Cn2c(=O)sc3ccccc32)n1-c1ccc(OC)cc1,7,-12
CCCCCCCCCCCCN1[C@@H](CC(C)=O)c2cc(F)cc(F)c2S1(=O)=O,-11,.
COc1ccc(C(CC(=O)c2ccccc2)S(=O)(=O)c2ccc(C)cc2)cc1 (stereo not given),2,.
Cc1cc(C)c(NC(=O)C2CCCN2CCC(C)C)c(C)c1 (stereo not given),6,.
Cc1cn(COC/C=C/c2ccccc2)c(=O)[nH]c1=O,-6,-12
O=C(Nc1nc2ccccc2[nH]1)C1CCN(S(=O)(=O)c2cccs2)CC1,3,.
COC(=O)[C@H](CCSC)NC(=O)NCc1ccccc1F,-9,.
CCC(C)NC(=O)CC(NS(=O)(=O)c1ccc(Cl)cc1)c1ccco1 (stereo not given),-17,-9

Going on with the list:
mol,RmlCD inh mix,RT RNaseH block
COc1cc2c(cc1NC(=O)CCCN1C(=O)CCC1=O)oc1ccccc12,-9,-3
NC(=O)CC(NC(=O)Cc1ccc(Cl)cc1)c1ccc(NCc2ccccc2)c([N+](=O)[O-])c1 (stereo not given),-14,.
O=C(CSc1nnc(-c2cccnc2)n1Cc1ccccc1)NCc1ccccc1,-12,.
CNC(=O)COC(=O)c1ccccc1Oc1ccccc1,-13,.
CCCC1(C(=O)O)NC(c2ccccc2O)C2C(=O)N(Cc3ccccc3)C(=O)C21 (stereo not given),-8,2
CC1(C)S[C@@H]2[C@H](NC(=O)[C@H](C(=O)O)c3ccsc3)C(=O)N2[C@H]1C(=O)O,.,-10
Cc1ccc(S(=O)(=O)C2(C(=O)N3CCCC(C)C3)CC2)cc1 (stereo not given),-12,-6
COC(=O)c1ccc(NC(=O)CCn2cccc2)cc1,-10,-6
CC1(C)CC(CC(=O)Nc2ccc([N+](=O)[O-])cc2)C(=O)O1 (stereo not given),-10,.
CCOC(=O)c1ccc(N2C(=O)C(O)=C(C(C)=O)C2c2ccc(O)c(OC)c2)cc1 (stereo not given),-12,7
O=C(CCCn1c(=O)oc2ccccc21)N1CCc2ccccc2C1,3,-62
Cc1cc(C)nc(/N=C2\NC(=O)CC(C(=O)O)N2CCc2c[nH]c3ccccc23)n1 (stereo not given),6,-3
COc1ccc(C(C(=O)NC2CCCC2)N2CCc3ccccc32)cc1 (stereo not given),3,4
O=[N+]([O-])c1ccc(OC/C=C2\Oc3ccc([N+](=O)[O-])cc3C2N2CCOCC2)cc1 (stereo not given),-8,.
Cc1c(NCc2cc(Cl)cc(Cl)c2O)c(=O)n(-c2ccccc2)n1C,7,.

By substructure: those above with a COOH group.
mol,RmlCD inh mix,RT RNaseH block
CCCC1(C(=O)O)NC(c2ccccc2O)C2C(=O)N(Cc3ccccc3)C(=O)C21 (stereo not given),-8,2
CC1(C)S[C@@H]2[C@H](NC(=O)[C@H](C(=O)O)c3ccsc3)C(=O)N2[C@H]1C(=O)O,.,-10
Cc1cc(C)nc(/N=C2\NC(=O)CC(C(=O)O)N2CCc2c[nH]c3ccccc23)n1 (stereo not given),6,-3

More records:
mol,RmlCD inh mix,RT RNaseH block
CN(C)CCNc1nc(-c2ccco2)c2c(c1C#N)CC(C)(C)OC2,19,0
Cn1c(O)c(C=NCc2cccs2)c(=O)n(C)c1=O,-14,2
COc1ccccc1Oc1ccc(S(=O)(=O)N2CCCC2)cc1,7,5
O=C(CSc1cn(Cc2cccc(F)c2)c2ccccc12)NCc1ccc(F)cc1,-9,.
CCOc1ccccc1N(C(=O)CNC(=O)c1ccco1)C(C(=O)NC1CCCC1)c1cccnc1 (stereo not given),-8,-8
C=CCNC(=O)c1onc(CSc2cc(C)ccc2C)c1C(=O)O,6,.
CCc1ccc(CCC(=O)Nc2ccc(C(C)=O)cc2)o1,8,.
O=C(NC1(C(F)(F)F)C(=O)Nc2c1c(=O)[nH]c(=O)n2-c1ccccc1)c1ccncc1 (stereo not given),1,.
O=C(Cn1cc(C(=O)COc2ccccc2)c2ccccc21)NCc1ccco1,5,-1
C#CCNC(=O)C1=C[C@H](c2ccc3c(c2)OCO3)[C@@H](CCCO)[C@H](OCC)O1,3,.
CC1=CS/C(=C(/C#N)C(=O)N2CCCCC2)N1c1ccccc1,0,-6
COc1ccc(/C(O)=C2/C(=O)C(=O)N(CCN(C)C)C2c2ccc(C)cc2)cc1Cl (stereo not given),9,1
OCCNCCCCOc1ccc(F)cc1,-7,.
O=C(Nc1ccc2c(c1)OCO2)C1CCN(S(=O)(=O)c2cccs2)CC1,-7,21
CS(=O)(=O)N1CCc2cc(C(=O)O)ccc21,-7,-11

Further structures follow.
mol,RmlCD inh mix,RT RNaseH block
Cc1cc(C)nc(SCc2nc3nc(C)cc(C)n3c2Br)n1,13,.
CC(C)(C)NC(=O)C(Cc1ccccc1)NS(=O)(=O)c1ccc2c(c1)CCC(=O)N2 (stereo not given),10,-2
N#CC1=C2SCN(Cc3ccco3)CN2C(=O)CC1c1c(F)cccc1Cl (stereo not given),6,3
O=[N+]([O-])c1cc(/C=N/O)ccc1SCc1ccccc1Cl,-23,.
CN(C)c1ccc(C2OC(=O)C3(CCCC3)C(=O)C2(C)C)cc1 (stereo not given),0,5
Cc1ccc(NC(=S)NNC(=O)CCn2cc(C)cn2)cc1,3,.
O=C(O)c1cc(-c2ccccn2)n[nH]1,6,-1
CN(C)CCC(c1ccccc1)c1ccccn1 (stereo not given),-6,.
CN1CCN(C(=O)c2cc3c(C(F)(F)F)nn(C)c3s2)CC1,10,.
COC(=O)C1=C(c2ccc(S(C)(=O)=O)cc2)C[C@@H]2CC[C@H]1N2C(=O)NCc1ccco1,12,.
C=CCn1c(N2CCCCCC2)nc2c1c(=O)n(C)c(=O)n2C,-363,-7
O=C(CSc1nnc(Cc2ccccc2)o1)N1CCCc2ccccc21,-7,23
Cc1ccc(-n2c3c(cc(C(=O)NC4CCSC4=O)c2=O)C(=O)CC(C)(C)C3)cc1 (stereo not given),-11,0
CCOc1ccc(OCC)c(NC(=O)CN2CCC(NC(=O)c3cccc(F)c3)CC2)c1,15,10
CCOC(=O)c1sc(NS(=O)(=O)c2ccc(C)cc2)nc1C,-2,.

Whole records from above. Screens in order: RmlCD inh mix	RT RNaseH block
O=C(CSc1nnc(Cc2ccccc2)o1)N1CCCc2ccccc21 is listed as -7	23
COC(=O)C1=C(c2ccc(S(C)(=O)=O)cc2)C[C@@H]2CC[C@H]1N2C(=O)NCc1ccco1 is listed as 12	.

Later entries:
mol,RmlCD inh mix,RT RNaseH block
O=C(Cc1ccc(Cl)cc1)NCCS(=O)c1ccc(Cl)cc1 (stereo not given),-16,.
CCOC(=O)c1[nH]c2ccc(Br)cc2c1NC(=O)CCN1CCCCC1,7,-6
O=C(c1ccco1)c1cn(Cc2ccc(Cl)cc2)c2ccccc12,5,.
CCOc1cccc(N(C(=O)Cc2cccs2)C(C(=O)NC2CCCCC2)c2cccn2C)c1 (stereo not given),-3,.
OC(CNCC1CCCO1)COc1ccc(OCC(O)CNCC2CCCO2)cc1 (stereo not given),-12,.
Cc1ccc(C(=O)Nc2ccc3nccnc3c2)cc1,-13,.
O=C(NCc1cccnc1)C1CCN(S(=O)(=O)c2cccnc2)CC1,2,-3
Cc1ccc(C2c3c(oc4cc(C)c(C)cc4c3=O)C(=O)N2CCCN2CCOCC2)cc1 (stereo not given),-6,5
NC(=O)c1sc2nc3c(c(-c4cccs4)c2c1N)CCCCC3,-11,.
